Growth percent in the NCI-60 one-dose screen (48 h, 10 µM unless noted): 100 = growth as untreated, 0 = no growth, -100 = all killed.
SNB-19: SNB-19 CNS cancer cells | 81,000 compounds, 2.5% hits | AID 1794751
SF-268: SF-268 CNS cancer cells. 82,000 compounds, 3.1% hits. AID 1794759
SF-539: SF-539 CNS cancer; 81,000 compounds, 6.8% hits; AID 1794752
SF-295: SF-295 CNS cancer cells | AID 1794758 | 79,000 compounds, 5.6% hits
PC-3: PC-3 prostate cancer cells; 80,000 compounds, 3.9% hits
U251: U251 CNS tumor cells. 80,000 compounds, 5.4% hits
DU-145: DU-145 prostate cancer; 81,000 compounds, 4.2% hits
OVCAR-8: OVCAR-8 ovarian cancer; 81,000 compounds, 4.4% hits
* marks the source's active call; other numbers are inactive results; nt = no result given; & = joins results of further samples. Rule for the calls: active = growth percent below 10; inactive = the rest.

SMILES	SNB-19	SF-268	SF-539	SF-295	PC-3	U251	DU-145	OVCAR-8
COc1ccc(C2=NN(/C=C3\SC(=O)NC3=Nc3ccc(OC(C)=O)cc3)C(c3ccc(F)cc3)C2)cc1 (stereo unspecified)	97	94	94	94	nt	96	108	97
O=C(CNc1ccncc1)Nc1ccccc1C(=O)O	99	105	96	102	96	102	109	101
O=C(/C=C/c1cn(-c2ccccc2)nc1-c1ccc(OCc2ccccc2)cc1)c1ccc(Cl)cc1	103	102	98	104	90	96	110	93
CC1=NN(c2cccc(Cl)c2)C(=O)/C1=C\c1cccn1S(=O)(=O)c1ccc(C)cc1	91	74	92	73	63	68	83	69
OCN(CO)c1nc(N(CO)CO)nc(N(CO)CO)n1	115	101	93	114	95	101	107	104
COc1ccc(C(=O)COc2cccc(/C=C3\Cc4ccccc4C3=O)c2)cc1	91	77	76	87	82	83	nt	92
N#CCCNC(=S)Nc1ccccc1	112	100	98	109	102	116	107	112
NC(N)=NS(=O)(=O)c1ccc(NCc2nc3ccccc3c(=O)[nH]2)cc1	108	99	98	92	94	102	106	99
COc1cc(-c2nc(SCc3ccc(F)cc3)[nH]c(=O)c2C#N)ccc1OCc1ccccc1	94	99	101	99	96	101	103	101
N#CC1C(=O)NC(c2ccccc2)=CC1c1ccccc1 (stereo unspecified)	97	118	99	100	90	101	127	95
COc1ccc(NC(C)=O)c(C)c1	96	108	102	95	86	98	110	96
COc1cc2nc(Cl)nc(Nc3cccc(C(=O)/C=C/c4ccc(Br)cc4)c3)c2cc1OC	86	95	82	86	66	80	98	85
CC(C)CCSc1nc(NC2CC2)c(C#N)c(-c2ccc(C(C)C)cc2)n1	99	121	101	100	106	106	120	110
COc1ccc(-c2oc3c(OC)c4c(c(OC)c3c2-c2cc3c(OC)c5c(c(OC)c3oc2=O)OCO5)OCO4)cc1	96	94	101	102	96	100	107	104
CCc1c(C)c2cc3[nH]c(=S)oc3c(C)c2oc1=O	100	86	92	103	73	96	99	81
O=C(CCCCCNC(=O)c1cc(=O)c(O)co1)Nc1ccccc1	101	92	101	97	100	90	103	104
CCOC(=O)c1c(C)nc2[nH]n(-c3ccccc3)c(=O)c2c1-c1ccc(O)cc1	100	128	102	86	94	109	113	99
O=C1Nc2ccc(Cl)cc2/C1=N\c1nnc(-c2ccc(Cl)cc2)o1	92	101	90	101	90	94	73	80
NN1C(=O)c2ccccc2C1=O	109	97	100	111	86	108	116	94
O=C1NC(=S)NC1Cc1ccc(O)cc1 (stereo unspecified)	106	102	112	nt	101	97	114	104
N#Cc1cnc(NC2C3CC2C3)nc1-n1cnc2ccccc21 (stereo unspecified)	102	75	75	106	88	79	68	85
CSc1ccc(N)cc1	104	103	100	106	94	97	112	99
c1ccc(CNNCc2ccccc2)cc1	109	108	105	120	90	80	117	89
O=C(c1ccc2nc(NS(=O)(=O)c3ccc4ccccc4c3)sc2c1)N1CCN(c2ccc(Cl)c(Cl)c2)CC1	101	91	102	100	82	103	110	91
O=C(/C=N/Nc1ccccc1)c1ccccc1	98	94	106	92	95	98	110	101
Cc1ccc(/C=N/NC(=O)c2ccc(S(C)(=O)=O)cc2)cc1	97	101	100	96	73	86	96	97
CC1(C)CC(=O)C2=C(C1)OC1=C(C(=O)CC(C)(C)C1)C2c1cccc([N+](=O)[O-])c1	101	99	103	97	90	96	110	106
COc1cc2c(c(OC)c1OC)C(=O)CO2	109	114	102	111	96	100	112	100
O=C(Cn1c(=O)ccn(CCCCCCCCOc2ccc(Br)cc2)c1=O)Nc1ccc(Oc2ccccc2)cc1	61	68	59	45	47	64	64	52
COc1c(B(O)O)cccc1-c1nc2ccc3cn[nH]c3c2c2c1CCCC2	55	50	9.8*	70	60	48	69	48
COc1ccc2c(c1)c(-c1ccc(-c3cn(C)c4ccc(OC)cc34)[nH]1)cn2C	27	9.7*	-57*	44	-11*	-63*	66	7.2*
S=c1[nH]cccc1-c1nnc2n1Nc1nc3ccccc3cc1CS2	95	101	96	112	107	103	120	98
O=C1N(O)C2(CCCCC2)/C(=N/O)C12CCCCC2	110	107	101	90	99	103	109	110
Cc1c(C)c(C)c(C(=O)c2ccccc2C(=O)NCCSC(C)(C)C)c(C)c1C	84	96	104	102	88	nt	101	104
CN1CCN(C(=O)c2ncc(-c3ccc(C(F)(F)F)cc3)c(NC3CCCCCC3)n2)CC1	97	106	99	106	105	94	111	104
COc1c(C)cnc(CSc2nc(-c3ccc(F)cc3)cn2-c2ccc(Cl)cc2)c1C	98	95	98	106	69	94	103	102
O=C(COc1cccc(/C=C2\Cc3ccccc3C2=O)c1)Nc1nc2ccccc2s1	98	109	110	105	100	102	133	nt
CCOC(=O)c1c(C)oc2ncnc(N3CCN(CC(=O)Nc4ccccc4)CC3)c12	103	95	102	105	100	97	110	101
Cc1ccc(S(=O)(=O)N2C/C(=C\c3c(Cl)cccc3Cl)C(=O)/C(=C/c3c(Cl)cccc3Cl)C2)cc1	96	84	106	nt	67	nt	97	80
S=C(N/N=C\c1ccc(Cl)cc1Cl)N/N=C/c1ccc(Cl)cc1Cl	105	117	103	111	nt	107	118	106
C=CCOC(OCC=C)OCC=C	97	100	107	nt	104	98	104	106
Cn1nnnc1SCC1=C(C(=O)O)N2C(=O)C(NC(=O)C(O)c3ccccc3)C2SC1 (stereo unspecified)	123	120	100	107	103	109	116	110
O=S(=O)(Cc1ccc(Cl)cc1)c1ccc(Cl)cc1	89&119	95&117	89&104	85&105	89&105	81&99	105&122	100&108
CC1CCN(C(=O)c2ccccc2)CC1	98	109	102	102	103	91	125	96
NNC(=O)c1ccc(C(=O)O)cc1	94	111	102	124	79	108	114	99
CC/C(C)=N/NS(=O)(=O)c1ccc(C)cc1	101	110	96	93	108	99	115	100
O=C(O)c1ccc(CN2C(=O)NC3(C2=O)c2ccccc2-c2ccccc23)cc1	99	94	94	96	91	90	104	90
Cc1ccc(C2=C/C(=C/c3ccccc3)C(=O)N2CCc2ccc(S(N)(=O)=O)cc2)cc1	94	87	100	100	91	93	106	99

Some of the entries above, reformatted:
compound: CCOC(=O)c1c(C)oc2ncnc(N3CCN(CC(=O)Nc4ccccc4)CC3)c12
  SNB-19: 103
  SF-268: 95
  SF-539: 102
  SF-295: 105
  PC-3: 100
  U251: 97
  DU-145: 110
  OVCAR-8: 101

compound: C=CCOC(OCC=C)OCC=C
  SNB-19: 97
  SF-268: 100
  SF-539: 107
  SF-295: nt
  PC-3: 104
  U251: 98
  DU-145: 104
  OVCAR-8: 106

compound: Cn1nnnc1SCC1=C(C(=O)O)N2C(=O)C(NC(=O)C(O)c3ccccc3)C2SC1 (stereo unspecified)
  SNB-19: 123
  SF-268: 120
  SF-539: 100
  SF-295: 107
  PC-3: 103
  U251: 109
  DU-145: 116
  OVCAR-8: 110

Continued.
SMILES	SNB-19	SF-268	SF-539	SF-295	PC-3	U251	DU-145	OVCAR-8
COc1ccc(Nc2cc(NC(=O)CNc3cc(OC)c(Cl)c(OC)c3Cl)ncn2)cc1	97	78	82	76	58	89	99	78
CN(C)C1CCC(NC2=CC(=O)C=CC2=O)CC1 (stereo unspecified)	115	100	112	128	104	111	107	113
NC(=O)C(=Cn1c(=S)[nH]c2ccc([N+](=O)[O-])cc21)C(N)=O	96	99	111	107	95	96	nt	99
CCOC(=O)Nc1ccc2c(c1)C(=O)c1ccccc1C2=O	94	99	101	100	79	100	100	101
CCCCCCc1cccnc1	100	97	97	97	90	96	112	98
CCc1c(C)c2cc3nc(NCc4ccccc4)oc3c(C)c2oc1=O	59	66	33	80	73	55	83	62
O=Cc1[nH]c(Sc2ccccc2)c2ccccc12	89	75	79	114	46	67	83	69
CSc1nc2[nH]cnc(=S)c2[nH]1	104	94	87	93	181	99	97	90
COc1ccc(/C=N/C2=NNC(C)(c3ccccc3O)N2C(Cc2c[nH]c3ccccc23)C(=O)O)cc1 (stereo unspecified)	28	40	45	35	24	21	59	17
C=C1C(=O)O[C@H]2[C@H]1CC/C(Cn1cc(CNC(=O)/C=C/c3c[nH]c4ccccc34)nn1)=C\CC[C@@]1(C)O[C@@H]21	92	93	80	93	95	94	103	99
COc1ccc(-c2cc(-c3cccnc3)nc3sc(C#N)c(N)c23)cc1OC	nt	96	81	111	87	79	98	88
O=C(Sc1ccc(Cl)cc1)c1ccc(Cl)cc1	99&103	94&100	118&105	98&121	86&85	94&89	106&108	99&100

Whole records from above. Screens in order: SNB-19	SF-268	SF-539	SF-295	PC-3	U251	DU-145	OVCAR-8
NC(=O)C(=Cn1c(=S)[nH]c2ccc([N+](=O)[O-])cc21)C(N)=O in the list: 96	99	111	107	95	96	nt	99
O=C(Sc1ccc(Cl)cc1)c1ccc(Cl)cc1 in the list: 99&103	94&100	118&105	98&121	86&85	94&89	106&108	99&100

The listing picks up, repeating the 6 entries before the break.
SMILES	SNB-19	SF-268	SF-539	SF-295	PC-3	U251	DU-145	OVCAR-8
O=Cc1[nH]c(Sc2ccccc2)c2ccccc12	89	75	79	114	46	67	83	69
CSc1nc2[nH]cnc(=S)c2[nH]1	104	94	87	93	181	99	97	90
COc1ccc(/C=N/C2=NNC(C)(c3ccccc3O)N2C(Cc2c[nH]c3ccccc23)C(=O)O)cc1 (stereo unspecified)	28	40	45	35	24	21	59	17
C=C1C(=O)O[C@H]2[C@H]1CC/C(Cn1cc(CNC(=O)/C=C/c3c[nH]c4ccccc34)nn1)=C\CC[C@@]1(C)O[C@@H]21	92	93	80	93	95	94	103	99
COc1ccc(-c2cc(-c3cccnc3)nc3sc(C#N)c(N)c23)cc1OC	nt	96	81	111	87	79	98	88
O=C(Sc1ccc(Cl)cc1)c1ccc(Cl)cc1	99&103	94&100	118&105	98&121	86&85	94&89	106&108	99&100
Cc1ccc(NC(=O)NS(=O)(=O)c2c[nH]c(=S)[nH]c2=O)cc1	105	100	98	98	114	104	110	101
CC1=C/C(=C(\c2cc(C)c(O)c(C(=O)O)c2)c2c(Cl)cccc2Cl)C=C(C(=O)O)C1=O	91	104	100	100	89	104	118	100
N#CSCN1C(=O)C=CC1=O	115	103	92	nt	96	98	111	105
NC(N)=NCc1ccccc1	97	110	99	116	84	103	116	103
CCN(CC)CCOC(=O)c1c(C)c(C)c(C)c(C)c1C	90	100	95	83	95	102	112	104
CCOC(=O)c1[nH]n(-c2ccccc2)c(=O)c1/C=N/C(=S)NCc1ccccc1	100	90	98	103	95	79	100	97
Nc1c(C(=O)Nc2nccs2)sc2nc3c(cc12)C(=O)CCC3	98	115	108	90	114	106	114	91
COc1cc(-c2nc3ccc(C)cc3[nH]2)ccc1OCC(=O)N=Nc1c(O)[nH]c2ccccc12	-75*	-36*	-88*	-53*	-64*	-96*	2.8*	-73*
CCn1cc(C(=O)NNC(=S)Nc2ccc(Cl)cc2)c(=O)c2ccc(C)nc21	97	108	111	93	84	97	93	96
Cn1cc(-c2nc(-c3cn(C)c4c(Cl)nccc34)cs2)c2cc(F)ccc21	96	87	80	93	58	79	69	80
O=S(=O)(NCCNc1nccc(-c2c(-c3ccc(F)cc3)nc3sccn23)n1)c1ccc(C(F)(F)F)cc1	96	91	96	nt	73	72	95	78
Cc1cc(OCc2ccccc2)ccc1[N+](=O)[O-]	96	102	110	104	100	92	112	115
O=S(=O)(c1ccc(NC(=S)NC23CC4CC(CC(C4)C2)C3)cc1)N1CCCCC1	100	67	107	58	8.8*	85	41	83
COc1ccc(C(=O)/C=C/c2ccc(OCc3ccc(Cl)cc3)cc2)cc1OC	105	100	106	98	98	93	95	92
CCN(CC)CCOC(=O)c1ccc(C)c(C)c1	105	98	96	96	95	95	108	102
